TRb-SRC2 inh: TRbeta-SRC2 interaction inhibition; P10828; TRbeta-SRC2 peptide binding, fluorescence polarization; receptor liganded with 1 µM T3; Potency, µM (titrated, usually from 106 µM), without a hit: top-dose activity change, negative = inhibition, hits mostly inhibitors; hit rate 0.065% among 280,000; AID 1469;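 also: plate controls were bound peptide for no effect and peptide without receptor for full effect; nearly all actives have a fitted effect of over 50% in size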
Target sequence (P10828 whole entry, looked up): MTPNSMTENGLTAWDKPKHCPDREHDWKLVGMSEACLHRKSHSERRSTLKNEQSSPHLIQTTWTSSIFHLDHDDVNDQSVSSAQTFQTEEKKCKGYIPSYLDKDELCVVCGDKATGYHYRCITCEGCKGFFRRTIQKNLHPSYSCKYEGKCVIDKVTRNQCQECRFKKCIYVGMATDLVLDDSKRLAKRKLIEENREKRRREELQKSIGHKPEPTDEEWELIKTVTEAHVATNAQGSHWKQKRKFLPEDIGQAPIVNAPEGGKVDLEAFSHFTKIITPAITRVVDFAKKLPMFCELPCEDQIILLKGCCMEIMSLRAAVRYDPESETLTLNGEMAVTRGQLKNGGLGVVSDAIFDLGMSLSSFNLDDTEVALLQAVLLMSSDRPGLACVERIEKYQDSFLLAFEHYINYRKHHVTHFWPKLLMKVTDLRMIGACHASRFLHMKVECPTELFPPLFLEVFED
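Quantitative HTS by FP: 0.6 uM TRb LBD, 20 nM labeled SRC2 20-mer, 1 uM T3, 5% DMSO; 5 hr ambient incubation; % activity per concentration and potencies from concentration series.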
TR SRC2 fluor cs: counter-screen for TRb-SRC2 inhibitors: fluorescence interference. Potency, µM (titrated, usually from 106 µM), inactives show at the top dose fluorescence change, negative = quenching. TRb/SRC2 Texas Red total fluorescence interference. AID 1479. hit rate 0.29% among 280,000; active = well fitted curve in either direction with a large enough effect; inconclusive = small, poorly fitted or top-dose-only effect
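Human TRβ ligand-binding domain (0.6 uM) and Texas Red SRC2 peptide (20 nM) in Tris buffer with 1 uM T3 and 5% DMSO were incubated with pinned compound for 5 hr at ambient temperature. Total fluorescence was computed as S + 2P (555/632 nm).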
RGS12 GoLoco inh: blocks human Gai1 binding to RGS12 GoLoco peptide, red readout; AID 880; Potency, µM (series often up to 61.6 µM), for inactives: top-dose activity, negative = inhibition, actives largely listed as inhibitors; P63096; hit rate 0.44% among 230,000; Gai1:RGS12 GoLoco peptide FP, rhodamine, 10 min; active = well fitted inhibition curve with a large enough effect, not every such curve was filed as active; inactive = no such curve, though single readings can be large or run the other way; also: nearly all actives have a fitted effect of over 30% in size; many of its hits are not listed in these tables
Target sequence (P63096 whole entry, looked up): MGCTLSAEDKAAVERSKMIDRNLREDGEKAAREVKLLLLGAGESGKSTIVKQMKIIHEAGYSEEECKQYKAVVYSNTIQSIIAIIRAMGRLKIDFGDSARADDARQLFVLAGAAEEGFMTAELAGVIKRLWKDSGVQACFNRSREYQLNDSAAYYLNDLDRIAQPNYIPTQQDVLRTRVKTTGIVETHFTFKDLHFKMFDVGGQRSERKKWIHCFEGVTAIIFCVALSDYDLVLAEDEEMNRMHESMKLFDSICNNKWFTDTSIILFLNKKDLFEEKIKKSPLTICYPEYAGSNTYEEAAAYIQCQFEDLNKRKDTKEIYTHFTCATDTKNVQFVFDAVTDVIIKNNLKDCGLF
GAA glycogen: alters human alpha-glucosidase cleavage of glycogen | P10253 | recombinant GAA, glycogen substrate, Amplex Red glucose oxidase fluorescence | Potency, µM (top dose mostly 76.4 µM), for the others: at the highest dose activity change, negative = inhibition, usual class: inhibitors | hit rate 0.38% among 300,000 | AID 2100;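 also: 0% = full enzyme reaction and -100% = no-enzyme basal signal; the screen sought inhibitors and activators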
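qHTS, 1536-well; enzyme 4 nM final; cpd up to 77 uM; substrate bovine liver glycogen 30 ug; 50 mM citrate/phosphate pH 5.0, 0.01% Tween-20; 37 C, 40 min; Amplex Red detection 45 min RT; Hill fit → AC50.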
An asterisk follows results filed as active; ? = inconclusive; / = no result given; & = joins results of further samples; [ ] = dose if it differs, or a comment. Unless noted, calls follow the shape of the dose curve; as a rule, active = well fitted curve in the direction sought with a large enough effect; inconclusive = small, poorly fitted or top-dose-only effect, or another doubt; inactive = no such curve, though single readings can be large; an effect the other way counts as inactive or inconclusive. Unless noted, % is scaled to controls: 0 for no effect and ±100 for the full control effect; potency is read from the fitted curve at half-maximal effect. A portion of the library; rates above refer to the full screens.

SMILES | TRb-SRC2 inh | TR SRC2 fluor cs | RGS12 GoLoco inh | GAA glycogen
Cc1ccc(NC(=O)CN2C(=O)CN=C(c3ccccc3)c3ccccc32)cc1 | 5% | -1% | / | /
Cc1nnc(NC(=O)c2cccn(Cc3ccccc3F)c2=O)s1 | -7% | 2% | / | /
CCCCOP(=O)(O)OCCCC | 6%[201 µM] | 3%[201 µM] | / | /
c1ccc(C2(N3CCCC3)CCCCC2)cc1 | -1% | -1% | / | /
Clc1ccc(C(Cl)(Cl)Cl)cc1 | 2%[201 µM] | -5%[201 µM] | / | /
CC1(C)CCC(Cc2ccc(Cl)cc2)C1(O)Cn1cncn1 (configuration not stated) | 4%[201 µM] | 2%[201 µM] | / | /
Nc1nc(N)nc(Cl)n1 | 1%[201 µM] | 3%[201 µM] | / | /
Clc1ccc(C2(Cn3cncn3)CC(Br)CO2)c(Cl)c1 (configuration not stated) | 3%[201 µM] | 0%[201 µM] | / | /
CN1C(=S)CN=C(c2ccccc2)c2cc(Cl)ccc21 | 8% | -2% | / | /
Cc1cccc(Cn2cccc(C(=O)Nc3ccc(F)cc3F)c2=O)c1 | -6% | -1% | / | /
Clc1ccc([C@@]2(Cn3cncn3)C[C@H](Br)CO2)c(Cl)c1 | 4%[201 µM] | 0%[201 µM] | / | /
CC(C)(C)C(=O)[C@@H](Oc1ccc(Cl)cc1)n1cncn1 | 3%[201 µM] | -1%[201 µM] | / | /
CCSc1nnc(NC(=O)c2cccn(Cc3ccccc3Cl)c2=O)s1 | 1% | 2% | / | /
O=C1C(Cl)=C(Cl)C(=O)c2ccccc21 | -8%[201 µM] | -9%[201 µM] | / | /
CCCCC(CC)CO[N+](=O)[O-] (configuration not stated) | 4%[201 µM] | -1%[201 µM] | / | /
Cc1ccc(-n2c(/C=C\c3ccc(F)cc3)nc3ccccc3c2=O)cc1Cl | 5% | 1% | / | /
CC(C)NC(=O)N1CC(=O)N(c2cc(Cl)cc(Cl)c2)C1=O | 4%[201 µM] | 0%[201 µM] | / | /
O=C1CC(c2ccc(Br)cc2)c2c(c3ccccc3oc2=O)O1 (configuration not stated) | 2% | -4% | / | /
CCNS(=O)(=O)C(F)(F)C(F)(F)C(F)(F)C(F)(F)C(F)(F)C(F)(F)C(F)(F)C(F)(F)F | -1%[201 µM] | -2%[201 µM] | / | /
Cc1ccc(-n2c(/C=C/c3cc(Br)cs3)nc3ccccc3c2=O)cc1C | -1% | -1% | / | /

16 compounds from above, sorted by number of heavy atoms, ascending:
SMILES | TRb-SRC2 inh | TR SRC2 fluor cs | RGS12 GoLoco inh | GAA glycogen
Nc1nc(N)nc(Cl)n1 | 1%[201 µM] | 3%[201 µM] | / | /
Clc1ccc(C(Cl)(Cl)Cl)cc1 | 2%[201 µM] | -5%[201 µM] | / | /
CCCCC(CC)CO[N+](=O)[O-] (configuration not stated) | 4%[201 µM] | -1%[201 µM] | / | /
CCCCOP(=O)(O)OCCCC | 6%[201 µM] | 3%[201 µM] | / | /
O=C1C(Cl)=C(Cl)C(=O)c2ccccc21 | -8%[201 µM] | -9%[201 µM] | / | /
c1ccc(C2(N3CCCC3)CCCCC2)cc1 | -1% | -1% | / | /
CN1C(=S)CN=C(c2ccccc2)c2cc(Cl)ccc21 | 8% | -2% | / | /
CC(C)NC(=O)N1CC(=O)N(c2cc(Cl)cc(Cl)c2)C1=O | 4%[201 µM] | 0%[201 µM] | / | /
CC1(C)CCC(Cc2ccc(Cl)cc2)C1(O)Cn1cncn1 (configuration not stated) | 4%[201 µM] | 2%[201 µM] | / | /
O=C1CC(c2ccc(Br)cc2)c2c(c3ccccc3oc2=O)O1 (configuration not stated) | 2% | -4% | / | /
Cc1nnc(NC(=O)c2cccn(Cc3ccccc3F)c2=O)s1 | -7% | 2% | / | /
Cc1cccc(Cn2cccc(C(=O)Nc3ccc(F)cc3F)c2=O)c1 | -6% | -1% | / | /
Cc1ccc(-n2c(/C=C/c3cc(Br)cs3)nc3ccccc3c2=O)cc1C | -1% | -1% | / | /
Cc1ccc(-n2c(/C=C\c3ccc(F)cc3)nc3ccccc3c2=O)cc1Cl | 5% | 1% | / | /
Cc1ccc(NC(=O)CN2C(=O)CN=C(c3ccccc3)c3ccccc32)cc1 | 5% | -1% | / | /
CCNS(=O)(=O)C(F)(F)C(F)(F)C(F)(F)C(F)(F)C(F)(F)C(F)(F)C(F)(F)C(F)(F)F | -1%[201 µM] | -2%[201 µM] | / | /

(next part)
SMILES | TRb-SRC2 inh | TR SRC2 fluor cs | RGS12 GoLoco inh | GAA glycogen
CCn1c(CN2CCN(C)CC2)nc2ccccc21 | 1% | -2% | / | /
Cc1ccc(C(=O)Nc2ccccc2)cc1S(=O)(=O)N1CCCC1 | 0% | -1% | / | /
CCCCOCCOC(C)=O | 2%[201 µM] | 1%[201 µM] | / | /
O=C1CC(c2ccc(C(F)(F)F)cc2)c2c(c3ccccc3oc2=O)O1 (configuration not stated) | -6% | -1% | / | /
COc1cccc(/C=C/c2nc3ccccc3c(=O)n2-c2ccc(Cl)cc2)c1OC | 6% | 0% | / | /
CCC[CH2][Sn]([CH2]CCC)([O]C(C)=O)[O]C(C)=O | 2%[201 µM] | 0%[201 µM] | / | /
C/C(=N\C(N)=O)N(C)Cc1ccc(Cl)nc1 | -1%[201 µM] | 2%[201 µM] | / | /
[Hg+][c]1ccccc1 | 1% | -1% | / | /
C#CCN1C(=O)COc2cc(F)c(N3C(=O)C4=C(CCCC4)C3=O)cc21 | -3%[201 µM] | -12%[201 µM] | / | /
Clc1ccc([C@]2(Cn3cncn3)C[C@@H](Br)CO2)c(Cl)c1 | -1%&-10%[201 µM] | -1%&-15%[201 µM] | / | /

Three entries out of the list, sorted by length of the SMILES, lowest first.
SMILES | TRb-SRC2 inh | TR SRC2 fluor cs | RGS12 GoLoco inh | GAA glycogen
[Hg+][c]1ccccc1 | 1% | -1% | / | /
CCC[CH2][Sn]([CH2]CCC)([O]C(C)=O)[O]C(C)=O | 2%[201 µM] | 0%[201 µM] | / | /
O=C1CC(c2ccc(C(F)(F)F)cc2)c2c(c3ccccc3oc2=O)O1 (configuration not stated) | -6% | -1% | / | /

(list continues)
SMILES | TRb-SRC2 inh | TR SRC2 fluor cs | RGS12 GoLoco inh | GAA glycogen
O=S(=O)(O)C(F)(F)C(F)(F)C(F)(F)C(F)(F)C(F)(F)C(F)(F)C(F)(F)C(F)(F)F | 7%&-2%[201 µM] | -4%&0%[201 µM] | / | /
CCOc1ccc2nc(NC(=O)c3cccn(Cc4ccc(C)cc4)c3=O)sc2c1 | 3% | 1% | / | /
CCC(CC)Nc1c([N+](=O)[O-])cc(C)c(C)c1[N+](=O)[O-] | 1%[201 µM] | -1%[201 µM] | / | /
CNC(=O)N(C)c1nc2ccccc2s1 | 0%[201 µM] | 0%[201 µM] | / | /
CNc1cnn(-c2cccc(C(F)(F)F)c2)c(=O)c1Cl | -2%[201 µM] | 4%[201 µM] | / | /
CC(c1ccc(O)cc1)(c1ccc(O)cc1)c1ccc(O)cc1 | 5%[201 µM] | -3%[201 µM] | / | /
COc1ccc(NC(=O)c2cccn(Cc3ccc(Cl)cc3)c2=O)c(OC)c1 | 3% | -5% | / | /
O=c1c2ccccc2nc(/C=C/c2ccccc2)n1-c1ccccc1F | -3% | 0% | / | /
C[N+]1(C)CCCCC1 | -2%[201 µM] | 2%[201 µM] | / | /
C=CC(=O)OCC(CC)(COC(=O)C=C)COC(=O)C=C | -10%[201 µM] | 4%[201 µM] | / | /
CC(COc1ccc(Oc2ccccc2)cc1)Oc1ccccn1 (configuration not stated) | -2%&2%[201 µM] | 0%&-2%[201 µM] | / | /
C[C@H]1O[C@H](OC2[C@@H](O)[C@@H](O)C(O)[C@H](O)[C@H]2O)[C@@H](N)C[C@@H]1N=C(N)C(=O)O (some centres not stated) | -1%[201 µM] | 2%[201 µM] | / | /
COc1cccc(NC(=O)c2cccn(Cc3ccccc3C)c2=O)c1 | 2% | ? | / | /
CCOc1ccc2nc(NC(=O)c3cccn(Cc4ccccc4Cl)c3=O)sc2c1 | 4% | 0% | / | /
C#CC(C)(O)CC (configuration not stated) | -7% | 0% | / | /
C=CCC1=C(C)[C@@H](OC(=O)[C@@H]2[C@@H](C=C(C)C)C2(C)C)CC1=O | 2%[201 µM] | 2%[201 µM] | / | /
Cc1cccc(CN2C(=O)CN=C(c3ccccc3)c3cc(Cl)ccc32)c1 | -4% | -4% | / | /
C=CC1(C)OC(=O)N(c2cc(Cl)cc(Cl)c2)C1=O (configuration not stated) | -5%[201 µM] | -1%[201 µM] | / | /
CCCSP(=O)(OCC)SCCC | 1%[201 µM] | -1%[201 µM] | / | /
C=C[C@@H]1CN2CC[C@H]1C[C@H]2[C@H](O)c1ccnc2ccccc12 | 6% | 0% | -4% | /
CCN(CC)C(=O)/C(Cl)=C(\C)OP(=O)(OC)OC | -4% | 0% | -3% | /
CCCCCCCCCC(CC)c1ccc(S(=O)(=O)O)cc1 (configuration not stated) | -3%&1%[201 µM] | 3%&1%[201 µM] | 10% | /
CCCCCCCCCC(=O)O[C@H]1CC[C@H]2[C@@H]3CCC4=CC(=O)CC[C@]4(C)[C@H]3CC[C@]12C | 0% | -2% | -3% | /
O=c1n(Cl)c(=O)n(Cl)c(=O)n1Cl | -2%[201 µM] | -2%[201 µM] | 3% | /
O=C(Nc1ccc(Br)cc1C(=O)c1ccccc1Cl)c1ccc(Br)cc1 | -8% | 3% | / | 1%[76.3 µM]
CCCC12CN3CC(C)(CN(C1)C3c1ccccn1)C2=O (configuration not stated) | -4% | 0% | / | 21%[76.3 µM]
CC(C)(C)c1ccc(C(=O)Nc2ccc(Cl)cc2C(=O)c2ccccc2)cc1 | 0% | -4% | / | -5%[76.3 µM]
Cc1cccc(-n2c(CC3C(=O)Nc4ccc(C)cc43)nc3ccccc3c2=O)c1 (configuration not stated) | 2% | -1% | / | -9%[76.3 µM]
COc1cc(-c2nc3ccc(Cl)cn3c2Nc2ccc3c(c2)OCCO3)ccc1O | -6% | -3% | / | ?
CCC(C(=O)Nc1ccccc1F)N1C(=O)CN=C(c2ccccc2)c2ccccc21 (configuration not stated) | 4% | -1% | / | -6%[76.3 µM]
CCc1ccc(-n2nc(C)c3c2NC(=O)CSC3c2ccc(OC)cc2OC)cc1 (configuration not stated) | 10% | -1% | / | 6%[76.3 µM]
Nc1c(C(=O)Nc2ccc(Cl)c(C(F)(F)F)c2)sc2nc3c(cc12)N1CCC3CC1 | 2% | -11% | / | -2%[76.3 µM]
COc1ccc(/C=C/C(=O)Nc2ccc(C)cc2)cc1 | 2% | ? | / | -10%[76.3 µM]
Cc1cccc(OC(C)C(=O)NCC2(N(C)C)CCCCC2)c1C (configuration not stated) | -5% | 1% | / | 14%[76.3 µM]
COc1ccc(OCC(=O)N2CCN(CCc3ccncc3)CC2)cc1 | -9% | 1% | / | 15%[76.3 µM]
CC(=O)N1CC(=O)Nc2ccc(F)cc2C1c1ccccc1 (configuration not stated) | 8% | -2% | / | 7%
Cc1cccc(OCC(=O)N2CCN(CCc3ccccn3)CC2)c1 | 1% | 7% | / | 14%[76.3 µM]
CCOc1ccc(CN(CCc2ccc3c(c2)OCO3)Cc2cccc(OC)c2)cc1 | 7% | -1% | / | 10%[76.3 µM]
Nc1c(C(=O)Nc2ccc(F)c(Cl)c2)sc2nc3c(cc12)N1CCC3CC1 | 1% | 2% | / | -6%[76.3 µM]
COc1cccc(C2SCC(=O)Nc3c2c(C)nn3-c2ccc(C)c(Cl)c2)c1OC (configuration not stated) | 1% | 0% | / | -5%[76.3 µM]
Cc1ccccc1-n1c(/C=C/c2ccc(N(C)C)cc2)nc2ccccc2c1=O | 3% | 0% | / | -14%[76.3 µM]
